QS inhibitor – inhibitors of bacterial quorum sensing in S. aureus; S. aureus RN6390 RNAIII-GFP reporter, AIP-induced, flow cytometry 3 h; inhibition, % at 2 µM; hit rate 0.3% among 24,000; AID 527;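 active means share of bacteria positive for the green fluorescent reporter and its mean brightness both inhibited by 50% or more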;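 further: 0% = AIP-stimulated control and 100% = unstimulated bacteria without AIP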
QS inhibitor GFP MFI % – also measured in QS inhibitor; calls as there; inhibition, %; measured here: inhibition of GFP MFI
* = called active by the depositor.

structure	QS inhibitor	QS inhibitor GFP MFI %
CC(NC(=O)c1ccc2c(c1)OCO2)C(c1cccs1)N1CCOCC1 (stereo unspecified)	-2	-5
Cc1cccc2c1CC(C)(C)N=C2C1=C(O)CCCC1=O	-2	-51
CSc1nc2c(c(=O)n1-c1ccc(F)cc1)SCC2	2	9
CCC1Oc2ccccc2N(CC(=O)NCCCN2CCCCC2CC)C1=O (stereo unspecified)	2	10
COC(=O)c1cc(NC2c3ncccc3C(=O)N2Cc2ccccc2)cc(C(=O)OC)c1 (stereo unspecified)	-3	-6
Cc1ccc(S(=O)(=O)N2C(=O)CCC2C(=O)Nc2ccc3c(c2)OCCO3)cc1 (stereo unspecified)	-4	-11
CN(C1CCS(=O)(=O)C1)S(=O)C12CC3CC(CC(C3)C1)C2 (stereo unspecified)	0	4
Cc1ccc(N2C(=O)c3ccccc3C2O)nc1 (stereo unspecified)	1	5
Cn1cc(CN2CCN(c3ccccc3)CC2)c2ccccc21	3	4
COc1cc(OC)cc(-c2nc3nc(C)c(CCC(=O)O)c(C)n3n2)c1	4	10

(list continues)
structure	QS inhibitor	QS inhibitor GFP MFI %
CCCCN(C)CCCNC(=O)CS(=O)Cc1nc(-c2ccc(OC)c(OC)c2)oc1C (stereo unspecified)	-3	-57
O=C(O)COc1ccc2occ(C(=O)c3ccccc3)c2c1	-3	-10
CCC(=O)Nc1ccc(S(=O)(=O)N2CCc3ccccc3C2)cc1	-3	0
COc1ccccc1CNC(=O)C1CCCN1S(=O)(=O)c1cccc2cccnc12 (stereo unspecified)	49	46
COCCn1c(C)cc(C(=O)CSc2nnc3ccccn23)c1C	0	-8
O=C(NC(C(=O)N1CCCC1C(=O)O)=C1CCCCC1)c1ccccc1 (stereo unspecified)	-4	-16
Nc1ccc2c(c1)CCC2=O	-1	-13
Cc1cccc(C(=O)O)c1NC(=O)c1ccc(F)cc1	0	-1
COc1cc(OC)cc(-c2nc3cc(C)ccc3o2)c1	4	8
COc1ccc(C2C3=C(CCCC3=O)Nc3nc(-c4cc(OC)c(OC)c(OC)c4)nn32)cc1OC (stereo unspecified)	-2	-5

Remaining list, next part.
structure	QS inhibitor	QS inhibitor GFP MFI %
COC(=O)c1ccc(CNC(=O)CSc2nc3sc(C)c(C)c3c(=O)n2C)o1	-1	9
COCCn1cc(C(=O)NCCCN2CCC(C)CC2)c2c3ccccc3n(C)c2c1=O	-1	5
CC(=O)OC[C@H]1O[C@@H](n2ccc(=O)[nH]c2=S)C(OC(C)=O)C1OC(C)=O (stereo partly specified)	-3	-17
CCOc1ccccc1NC(=O)CN(c1cc(C)cc(C)c1)S(=O)(=O)c1c(C)noc1C	-3	-5
Cc1ccccc1-c1nc(CS(=O)(=O)CC(=O)N2CCc3ccccc3C2)c(C)o1	4	11
O=C(c1ccc2c(=O)n(C3CCCC3)c(=S)[nH]c2c1)N1CCN(C2CCCCC2)CC1	35	35
COc1ccc(Oc2ccccc2/C=C/C(=O)O)cc1	0	22
CC1Cn2c(nnc2-c2ccccc2O)S1 (stereo unspecified)	-3	-1
O=C(CCn1c(=O)[nH]c2ccccc2c1=O)N1CCN(c2cccc(C(F)(F)F)c2)CC1	5	26
O=C1CSC(=Nc2ccc(O)cc2)N1c1ccc(O)cc1	-1	-15

Other structures.
structure	QS inhibitor	QS inhibitor GFP MFI %
CCOC(=O)Cn1c(=O)oc2cc(S(=O)(=O)Nc3cc(Cl)ccc3OC)ccc21	-5	-30
CSCSC1=C(C#N)C(c2ccc(Cl)cc2)C(C(C)=O)=C(C)N1 (stereo unspecified)	10	17
COc1ccc(CCNC(=O)CC(NS(=O)(=O)c2ccc(NC(C)=O)cc2)C(C)C)cc1OC (stereo unspecified)	1	72
Cn1c(=O)c2c(nc(CN3CCN(c4ccccc4F)CC3)n2CCN2CCOCC2)n(C)c1=O	-11	-26
COc1ccc(-c2cn3c(C)c(C(=O)Nc4cc(NC(C)=O)ccc4OC)sc3n2)cc1	-3	-9
CCCCC(=O)NCCc1cc2c(C)ccc(C)c2[nH]c1=O	-3	-10
Cn1c(Cn2c(=O)sc3ccccc32)nnc1SCC(=O)N1CCCc2ccccc21	-3	-8
COCCNC(=O)CN1C(=O)CC(C)(C)S(=O)(=O)c2ccccc21	2	-2
COC(=O)c1cccc(NC(=O)CN2CCN(Cc3ccccc3)CC2)c1	-2	-15
Cc1ccc(NC(=O)N(Cc2ccco2)C(C)c2ccco2)cc1C (stereo unspecified)	0	9

More records:
structure	QS inhibitor	QS inhibitor GFP MFI %
COc1ccc(NC(=O)CC2CCCCC2)cc1OC	0	18
COc1ccc2sc(NC(=O)c3ccco3)nc2c1	-2	-11
O=C(CCn1c(=O)oc2ccccc21)N1CCCCCC1	-5	-31
CCOC(=O)c1c(C)c(C(=O)NC(C)COC)c(C)n1CC (stereo unspecified)	-2	1
CCOc1ccc(N2C(=O)c3cccnc3C2Nc2ccc(C)cc2)cc1 (stereo unspecified)	-2	-2
CCOC(=O)N1CCN(c2cc(=O)n(-c3ccc(OC)cc3)c(=O)[nH]2)CC1	6	17
CCn1c(SCC(=O)Nc2ccc3c(c2)OCO3)nnc1-c1cnccn1	-4	-11
C#CC1(O)CC(C)N(C)C(C)C1 (stereo unspecified)	-1	-38
COc1cccc(C2CC(c3ccc(Cl)cc3)Nc3nc(N)nn32)c1 (stereo unspecified)	-6	3
COc1ccccc1S(=O)(=O)Cc1ccc(C(=O)NC(C)c2ccc3c(c2)OCCO3)o1 (stereo unspecified)	-2	4

The listing continues:
structure	QS inhibitor	QS inhibitor GFP MFI %
CC(=O)Nc1ccc(NC(=O)Cn2cnc3c(cnn3C(C)(C)C)c2=O)cc1	0	1
COC(=O)c1cc(=O)n2c(-c3ccc(OC)cc3)csc2n1	-2	-1
CCCCc1c(O)nc(N2CCN(Cc3ccccc3)CC2)[nH]c1=O	-2	-12
CCOc1ccc(NC(=O)CCN2CCN(S(=O)(=O)c3cc(Cl)ccc3OC)CC2)cc1	-2	-7
Cc1cc(C)c(C#N)c(SCC(=O)Nc2ccc(S(=O)(=O)Nc3onc(C)c3C)cc2)n1	-3	-14
O=c1c2ccccc2nc(SCc2cn3ccsc3n2)n1-c1ccc(F)cc1	0	-16
CC1(C)NC(=O)N(CCCOc2ccc(Br)cc2Cl)C1=O	-15	-20
Cc1ccc(S(=O)(=O)c2nc(-c3ccc(F)cc3)oc2SCC(=O)NCC2CCCO2)cc1 (stereo unspecified)	0	5
Cc1cc(NC(c2cccnc2)c2c(C)[nH]c3ccccc23)no1 (stereo unspecified)	0	-4
O=C(c1cc(-c2ccc(O)cc2)on1)N1CCc2ccccc2C1	-1	-3

Overlap with the part before: 2 compounds; new compounds follow.
structure	QS inhibitor	QS inhibitor GFP MFI %
Cc1cc(NC(c2cccnc2)c2c(C)[nH]c3ccccc23)no1 (stereo unspecified)	0	-4
O=C(c1cc(-c2ccc(O)cc2)on1)N1CCc2ccccc2C1	-1	-3
Cc1noc(C)c1S(=O)(=O)N(CC(=O)Nc1ccc2c(c1)OCO2)c1ccc(C(C)C)cc1	0	21
CCC1Sc2ccccc2N(CC(=O)NCc2ccc3c(c2)OCO3)C1=O (stereo unspecified)	-2	-14
O=C(CSc1ccc(Cl)cc1)OCc1nnc(-c2ccccc2)o1	1	1
CCN1CCN(C(=O)C2c3cc(OC)c(OC)cc3C(=O)N(C)C2c2ccc(SC)cc2)CC1 (stereo unspecified)	0	0
Cc1ccc(OCc2nnc(SCC(=O)N3CCOCC3)n2C)cc1	0	3
Cc1cc(C)n(C(=O)CCNC(=O)c2ccccc2Br)n1	0	-4
O=C(CCn1c(=O)sc2ccccc21)Nc1cccnc1	2	10
CCCn1c(C(C)NC(=O)c2ccccc2)nc2ccccc21 (stereo unspecified)	-2	-8
Cc1ccc(-n2ncc3c(=O)n(-c4ccc(C)c(C)c4)c(C)nc32)cc1	-1	-4
Nc1sccc1C(=O)c1ccccc1	-2	-4

The listing continues:
structure	QS inhibitor	QS inhibitor GFP MFI %
CCN(CC)C(=O)C1CCC(CNS(=O)(=O)c2cccc3cccnc23)CC1 (stereo unspecified)	-2	-8
O=C(c1ccccc1)c1ccc2nc(N3CCN(C(=O)c4ccco4)CC3)c3nncn3c2c1	-5	-6
CN(Cc1ccccc1)S(=O)(=O)c1ccc(C(=O)Nc2nnc(C3CC3)o2)cc1	2	3
Cc1ccc(-c2nc3cccnc3s2)cc1NC(=O)c1ccco1	-4	-11
COc1ccc(S(=O)(=O)Nc2ccc3c(c2)OCO3)cc1Cl	0	0
Cc1cc(O)c(C2(C(F)(F)F)NCCNC2=O)cc1C (stereo unspecified)	-1	-32
NC(=O)C1(N2CCCCC2)CCN(C(=O)c2ccccc2)CC1	-3	11
CC1Cc2ccccc2N1S(=O)(=O)c1cnc[nH]1 (stereo unspecified)	5	23
Cc1cc2cc(CN3C(=O)c4ccccc4C3=O)ccc2[nH]1	-12	-20
CCOc1ccc(-c2cc(CCCC(=O)NCCCOC)no2)cc1	-6	-16

Further compounds follow.
structure	QS inhibitor	QS inhibitor GFP MFI %
CCOC(=O)C1CCN(C(=O)COc2ccc(S(=O)(=O)NC(C)C)cc2Cl)CC1	0	-6
CC1CC(C)CN(CCCNC(=O)c2ccc(CS(=O)(=O)Cc3ccccc3F)o2)C1 (stereo unspecified)	-2	-16
CCOC(=O)c1ccc(NC(=O)CCc2c(C)nc3ncnn3c2C)cc1	-1	-4
Cc1ccc(C(=O)NCc2ccc3c(c2)OCO3)cc1S(=O)(=O)N1CCCCC1	8	6
CCn1cnc2cc(NCc3cccc(OC)c3O)ccc21	0	8
Cc1noc(C)c1S(=O)(=O)N1CCN(C(c2ccccc2)c2ccc(Cl)cc2)CC1 (stereo unspecified)	-4	-25
COc1ccc(N2CCN(C3CC(=O)N(c4ccc5c(c4)OCCO5)C3=O)CC2)cc1 (stereo unspecified)	1	14
O=C(NC1CCCC1)c1csc2c1CCCC2	4	5
CCC(=O)Nc1c2c(nn1-c1cccc(Cl)c1)CSC2	-3	-12
CC(=O)NCC(=O)NC(C(=O)Nc1ccc2c(c1)OCCO2)c1ccccc1 (stereo unspecified)	-7	-16

Going on with the list:
structure	QS inhibitor	QS inhibitor GFP MFI %
CCCCCC(=O)N1CC2(CC)CN(C(=O)CCCCC)CC(CC)(C1)C2=O	0	0
CCCCn1c(CN2CCN(c3ccc(F)cc3)CC2)nc2c1c(=O)n(C)c(=O)n2C	0	13
CCOc1ccccc1-c1nc(-c2ccc(C)nc2OC)no1	0	-6
COc1ccccc1-n1c(SCC(N)=O)nnc1-c1ccccc1	-2	-35
O=S1(=O)N=C(Nc2nc3c(s2)CCCC3)c2ccccc21	0	-1
COCCCN1C(=O)C(=O)/C(=C(/O)c2ccc(OC)cc2)C1c1ccc(O)c(OC)c1 (stereo unspecified)	0	4
COC(=O)n1c(SC)nc2ccccc21	0	13
O=C(c1cc(-c2ccc(Cl)c(Cl)c2)on1)N1CCCCC1	-4	-15
Cc1ccc(CS(=O)(=O)Cc2ccc(C(=O)NCc3ccccn3)o2)cc1	2	7
NC(=O)C1(N2CCCCC2)CCN(C(=O)c2cccn3c(=O)c4cc(Cl)ccc4nc23)CC1	0	20

Further compounds:
structure	QS inhibitor	QS inhibitor GFP MFI %
COc1ccc(OC)c(CN2C(=O)CCC2(C)C(=O)NC2CCCCCC2)c1 (stereo unspecified)	-2	-3
Cc1nn(Cc2ccccc2Cl)c(C)c1NC(=O)c1cc(-c2ccc(F)cc2)on1	-2	-17
Cc1cc2cc(CCNC(=O)CC(C)C)c(=O)[nH]c2cc1C	-3	-8
Cc1oc(-c2cccc(Cl)c2)[n+]([O-])c1C	-1	4
COC(=O)CCn1nnc(-c2cccs2)n1	4	12
CCOc1cc(C(=O)Nc2ccon2)cc(OCC)c1OCC	0	-10
O=C(CCN1C(=O)C2C3C=CC(C3)C2C1=O)Nc1ccc(F)cc1 (stereo unspecified)	-2	-8
COCc1cc(C)nc(SCC(=O)Nc2cccc(C)c2)c1C#N	0	-9
CCOC(=O)N1CCN(c2c(NCCN3CCN(Cc4ccccc4)CC3)c(=O)c2=O)CC1	-3	0
CCOC(=O)CC(C#N)c1cn(C)c2ccccc12 (stereo unspecified)	0	7

(more compounds)
structure	QS inhibitor	QS inhibitor GFP MFI %
CCOC(=O)c1sc(=S)n(Cc2ccccc2)c1N	-4	-4
NC(=O)C1(N2CCCCC2)CCN(c2ccc3nnc(-c4ccccc4)n3n2)CC1	2	20
COCCCNC(=O)C1CCN(S(=O)(=O)c2c(C)noc2/C=C\c2ccc(OC)cc2)CC1	-1	-44
COc1cc2[nH]c(=O)n(CCC(=O)N3CCc4ccccc4C3)c(=O)c2cc1OC	-1	-5
CN(C)c1nccc(Nc2ccccc2)c1C#N	-1	-3
CC(=O)Nc1nnc(SCC(=O)NCC2CCCO2)s1 (stereo unspecified)	-1	-9
CCOC(=O)c1cc(-c2ccc(C)cc2)n(CCC(=O)NCCN(C)C)c1C	-6	-24
COc1cccc(C2CC(=O)N3CN(c4ccccc4F)CSC3=C2C#N)c1 (stereo unspecified)	-7	-55
Cc1c(C(=O)Nc2ccccc2Cl)oc2ccc(S(=O)(=O)N3CCC4(CC3)OCCO4)cc12	8	20
COc1ccc(-c2cc(-c3ccc(F)cc3)nc(N3CCN(C)CC3)n2)cc1	18	39
COc1cc(C2NC(=O)NC(O)(C(F)(F)F)C2C(=O)c2ccc(Cl)cc2)ccc1O (stereo unspecified)	-4	-26
Cn1c(=N)c(S(=O)(=O)c2ccccc2)cc2c(=O)n3ccccc3nc21	2	9

Structures above that have a COOH group:
structure	QS inhibitor	QS inhibitor GFP MFI %
COc1cc(OC)cc(-c2nc3nc(C)c(CCC(=O)O)c(C)n3n2)c1	4	10
O=C(O)COc1ccc2occ(C(=O)c3ccccc3)c2c1	-3	-10
O=C(NC(C(=O)N1CCCC1C(=O)O)=C1CCCCC1)c1ccccc1 (stereo unspecified)	-4	-16
Cc1cccc(C(=O)O)c1NC(=O)c1ccc(F)cc1	0	-1
COc1ccc(Oc2ccccc2/C=C/C(=O)O)cc1	0	22

Some of the compounds tested (hit frequency here may not be typical).
